AmpC inh detg: qHTS Inhibitors of AmpC Beta-Lactamase (assay with detergent); P00811; AmpC hydrolysis of nitrocefin, absorbance 480 nm, 0.01% Triton; Potency, µM (highest dose often 114 µM), without a hit: top-dose activity change, negative = inhibition, hits mostly inhibitors; 370,000 tested, 0.041% active;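 further: potency means the concentration at half of the fitted maximal effect; 0% = no-compound wells and -100% = no-enzyme wells; nearly all actives have a fitted effect of over 25% in size; some results filed as inactive show a strong effect at the top dose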
Target sequence (P00811 whole entry, looked up): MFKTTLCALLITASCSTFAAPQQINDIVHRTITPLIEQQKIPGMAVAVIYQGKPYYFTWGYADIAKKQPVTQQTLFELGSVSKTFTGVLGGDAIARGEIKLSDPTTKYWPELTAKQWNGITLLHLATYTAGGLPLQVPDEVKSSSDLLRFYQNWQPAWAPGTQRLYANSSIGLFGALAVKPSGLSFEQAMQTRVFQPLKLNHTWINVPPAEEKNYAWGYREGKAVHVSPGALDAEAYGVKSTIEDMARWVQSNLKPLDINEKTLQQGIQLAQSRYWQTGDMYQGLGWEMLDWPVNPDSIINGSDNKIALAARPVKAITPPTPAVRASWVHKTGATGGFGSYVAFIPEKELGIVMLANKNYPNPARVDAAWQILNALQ
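AmpC (5.3 nM in the dispensed reagent) in 20 mM phosphate pH 7.0 with 0.01% (detergent screen) or 0.0001% Triton X-100 was preincubated with compounds for 15 min at room temperature. Nitrocefin was then added from an 800 uM solution, and hydrolysis was followed at 480 nm.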
CHX counter: Cycloheximide Counterscreen for Small Molecule Inhibitors of Shiga Toxin; max response, %; AID 2314, 2010; cell reporter, cycloheximide protein synthesis inhibition counterscreen; 300,000 tested, 12% active; in the data active means max response mostly above about 13%, no sharp cut-off; inactive means mostly below about 14%; further: read at 38.3 µM for the half of the compounds with a filed dose; 0% is about no effect
Shiga inhibitor: A qHTS for Small Molecule Inhibitors of Shiga Toxin; Vero cells, Shiga toxin protein synthesis inhibition reporter; inhibition, % at 38.7 µM; 290,000 tested, 9.2% active; AID 2315, 2010; in the data active means inhibition mostly above about 28%, no sharp cut-off; inactive means mostly below about 43%; further: 0% is about no effect
HCMV antiviral: qHTS Assay for inhibitors of the human cytomegalovirus (HCMV). HFF cells, HCMV-luciferase reporter, 72 h; active compounds read low. 410,000 tested, 4.5% active. activity change, negative = inhibition, % at 57.5 µM; in the data active means activity change below about -60%; inconclusive means no clear call, values can overlap the other calls; inactive means above about -39%; further: on the % scale 0 is the no-effect control and ±100 the full control effect
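HFF cells seeded 16 h at 37C, treated with compounds, infected with luciferase-reporter HCMV at MOI 1 PFU/cell; luciferase read at 72 h post infection, normalized to buffer-only and Salinomycin controls.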
Giardia FBPA inh: qHTS Assay for Inhibitors of Fructose-1,6-bisphosphate Aldolase from Giardia Lamblia; 290,000 tested, 0.71% active; purified Giardia FBPA; A8B2U2; Potency, µM (doses to about 59.6 µM), without a hit: at the highest dose activity, negative = inhibition, hits mostly inhibitors; further: potency means the concentration at half of the fitted maximal effect; on the % scale 0 is the no-effect control and ±100 the full control effect; nearly all actives have a fitted effect of over 55% in size
Target sequence (A8B2U2 whole entry, looked up): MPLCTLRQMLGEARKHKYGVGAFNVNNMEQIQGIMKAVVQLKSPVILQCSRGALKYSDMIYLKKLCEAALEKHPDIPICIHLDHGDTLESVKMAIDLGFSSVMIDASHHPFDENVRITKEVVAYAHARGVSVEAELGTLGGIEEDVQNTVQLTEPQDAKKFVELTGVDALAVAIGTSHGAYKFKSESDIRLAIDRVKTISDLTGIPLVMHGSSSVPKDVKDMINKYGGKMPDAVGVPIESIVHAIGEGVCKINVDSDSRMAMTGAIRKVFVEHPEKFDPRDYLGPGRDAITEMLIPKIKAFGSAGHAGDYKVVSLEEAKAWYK
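40 nM FBPA preincubated 10 min at RT with compound (up to 57.5 uM final), then substrate plus GAPDH/TPI/NAD/arsenate coupling and diaphorase/resazurin added. Fluorescence read after 20 min at RT, 525/598 nm.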
AMA1 RON2 block: qHTS for Inhibitors of AMA1-RON; Towards Development of Antimalarial Drug Lead: Primary Screen | 360,000 tested, 0.2% active | AlphaScreen AMA1-biotinylated RON2 peptide binding | Potency, µM (doses to about 58.2 µM), inactives show at the highest dose activity change, negative = inhibition, hits mostly inhibitors | Plasmodium falciparum AMA1 (3D7) - RON2 peptide interaction;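 further: potency means the concentration at half of the fitted maximal effect; 0% = vehicle wells and -100% = peptide control; nearly all actives have a fitted effect of over 45% in size; some results filed as inactive show a strong effect at the top dose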
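AMA1 (3D7) with his tag at 25 nM final met compounds first, then biotinylated RON2 peptide at 25 nM; detection used donor plus acceptor beads, 10 µg/mL apiece, read by AlphaScreen after 30 min at room temperature.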
AmpC no deterg: qHTS Inhibitors of AmpC Beta-Lactamase (assay without detergent) | 330,000 tested, 0.52% active | P00811 | Potency, µM (series often up to 57.1 µM), for inactives: at the top dose activity change, negative = inhibition, most hits filed as inhibitors | AmpC nitrocefin hydrolysis, absorbance 480 nm, 0.0001% Triton;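 further: potency means the concentration at half of the fitted maximal effect; plate controls were no compound for no effect and no enzyme for full effect; nearly all actives have a fitted effect of over 20% in size; some results filed as inactive show a strong effect at the top dose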
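AmpC (5.3 nM in the dispensed reagent) in 20 mM phosphate pH 7.0 with 0.01% (detergent screen) or 0.0001% Triton X-100 was preincubated with compounds for 15 min at room temperature. Nitrocefin was then added from an 800 uM solution, and hydrolysis was followed at 480 nm.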
Active calls of the source: *; ? = inconclusive; . = not tested or not shown; & = joins results of further samples; [ ] = remark or other dose. Unless noted, the call rests on the fitted dose curve; in most records, active means well fitted curve in the direction sought with a large enough effect; inconclusive means small, poorly fitted or top-dose-only effect, or another doubt; inactive means no such curve, though single readings can be large; an effect the other way counts as inactive or inconclusive.

The first two entries as a preview:
SMILES	AmpC inh detg	CHX counter	Shiga inhibitor	HCMV antiviral	Giardia FBPA inh	AMA1 RON2 block	AmpC no deterg
NC(=O)c1ccccc1NC(=O)c1ccc2c(c1)OCO2	?	41*	55*	80	-1%	3%	43%
COc1ccc(S(=O)(=O)Cc2ccc(C(=O)NCCc3cc(OC)ccc3OC)o2)cc1	2%	0	-11	-6	0%	3%	46%

The list itself (from the top)
SMILES	AmpC inh detg	CHX counter	Shiga inhibitor	HCMV antiviral	Giardia FBPA inh	AMA1 RON2 block	AmpC no deterg
NC(=O)c1ccccc1NC(=O)c1ccc2c(c1)OCO2	?	41*	55*	80	-1%	3%	43%
COc1ccc(S(=O)(=O)Cc2ccc(C(=O)NCCc3cc(OC)ccc3OC)o2)cc1	2%	0	-11	-6	0%	3%	46%
CCOC(=O)c1c(-c2ccc(C)cc2)csc1NC(=S)NC(=O)c1ccccc1	4%	-1	10	?	-9%	48%[activator]	?
COc1ccc2oc(C(=O)OCC(=O)NCCc3ccccc3)c(C)c2c1	-12%	.	.	-33	.	5%	-23%
COC(=O)CCC(=O)c1oc2ccc(OC)cc2c1N	-12%	40*	63	-20	2%	-3%	-1%
CN(C)c1nnnn1Cc1ccccc1	-1%	-5	-7	-36	1%	14%	-7%
COC(=O)c1ccccc1-n1c(CCC(=O)O)ccc1-c1ccccc1	0%&-3%	8	3	6&20	10%	7%	-10%
Cc1nc2sc(C(c3ccc(Cl)cc3)N3CCN(c4ccccc4F)CC3)c(O)n2n1 (stereo not given)	-3%	2	16	2	-6%	15%	143%[activator]
Cn1c(Cn2nnc3ccccc32)nnc1SCC(=O)c1ccccc1F	3%	2	14	22	-16%	-4%	-15%
CC(NC(=O)[C@H](C)NC(=O)c1ccco1)c1ccc(S(N)(=O)=O)cc1 (stereo not given in full)	?	-3	-3	0	0%	-6%	-10%
CSc1ccc(CN2CCCCCC2)cc1	-7%	-4	-4	16	?	2%	-15%
Cn1c(=O)cc(OCCCC(=O)NCc2ccccn2)c2ccccc21	3%	3	-12	180	2%	-20%	-6%
CCOC(=O)N1CCN(C(=O)c2ccc(OC)cc2)CC1	1%	-5	-4	-31	4%	-3%	-15%
CCOC(=O)c1sc2ccc(S(=O)(=O)N3CC(C)CC(C)C3)cc2c1N (stereo not given)	-11%	-6	-18	17	-6%	-6%	-47%
CCC(CC)c1nnc(NC(=O)CCS(=O)(=O)Cc2ccccc2)s1	-13%	5	-10	15	-9%	-10%	-33%
O=C(COC(=O)c1cccnc1)NC1CCCc2ccccc21 (stereo not given)	1%	4	-19	56	-1%	3%	-35%
CC[n+]1ccc2cc(OC)c(OC)cc2c1Cc1ccc(OC)c(OC)c1	-6%	-2	20	.	?	15%	-21%
CCC(=O)N(Cc1ccco1)Cc1cc2cc3c(cc2[nH]c1=O)OCO3	-4%	-2	-14	?	4%	-6%	-14%
Cc1ccc(NC(=S)c2ccncc2)cc1	2%	18	5	-9	28µM*	-5%	-6%
C=CCC1(C)C(=O)N(c2ccccc2)c2ccccc21 (stereo not given)	-4%	-5	-2	-30	-16%	-8%	-1%
COc1ccc(C)cc1NC(=O)CN1C(=O)COc2ccc(C)cc21	?	-2	-9	-10	2%	-2%	-5%
COc1ccc(OC)c(Nc2nc(N(C)c3ccccc3)nc(N)c2[N+](=O)[O-])c1	-1%	-3	-3	38	-2%	?	-4%
Cc1ccc(/C=N/NC(=O)c2ccc(Cn3cc([N+](=O)[O-])cn3)o2)cc1	-3%	15	21*	-26	-1%	-22%	-40%
CCN1CCN(C(=O)C(=O)c2cn(CC(=O)N3CCCCCC3)c3ccccc23)CC1	6%	-1	-8	2	.	15%	56%
Cc1[nH]c2ccccc2c1/C=N/NC(=O)c1cc(C(C)C)[nH]n1	0%	8	25	-31	-6%	6%	-45%
Cc1ccc(OCC(=O)N2CCN(Cc3ccc4c(c3)OCO4)CC2)cc1C	0%	-1	97	-23	0%	-18%	138%[activator]
C=CCSc1nnc(NC(=O)CSCc2c(C)noc2C)s1	.	.	.	-2	.	8%	-17%
Cc1nc(Cl)c(C(=O)NC(C)(C)C)c(C)c1Cl	-7%	-1	6	5	9%	3%	-12%
CCOc1ccc(Cc2noc3c2C(=O)CCC3)cc1OCC	2%	-7	-7	26	7%	14%	0%
Cc1nc2ccc(C(=O)OCc3nnc(-c4ccccc4)o3)cc2nc1C	0%	10*	-9	-1	-1%	-15%	102%[activator]
O=C(COC(=O)COc1ccc(Cl)cc1)NCc1ccc2c(c1)OCO2	.	.	.	-14	.	-10%	-9%
O=C(CCn1c(=O)oc2ccccc21)NCCCN1CCCC1=O	?	-1	-7	63	1%	-8%	-4%
CN1CCCN(C(=O)c2cc(-c3cccc4ccccc34)nc3ccccc23)CC1	-11%	-4	-11	3	0%	-7%	94%[activator]
O=C(O)c1cc(N2C(=O)C3CCCCC3C2=O)ccc1NCc1cccnc1 (stereo not given)	8%	-4	-20	33	4%	-2%	-7%
CCOc1ccc(C2C(C#N)=C(N)Oc3nc[nH]c(=O)c32)cc1OC (stereo not given)	2%	18	-10	-9	-6%	-6%	-24%
CCC(NC(=O)NC1CCCCC1)c1ccccc1 (stereo not given)	3%	0	-5	56	1%	-14%	-2%
CCn1cc(CNC(=O)c2cccc([N+](=O)[O-])c2)cn1	-7%	0	-2	2	6%	20%	-25%
CCOC(=O)N1CCN(C(=O)Nc2cccc(Cl)c2)CC1	2%	-1	-7	-26	5%	3%	-8%
Cn1c(N2CCOCC2)c(/C=N/OC(=O)c2cccnc2Cl)c2ccccc21	-6%	6	18	9	-24%	9%	2%
O=c1c(C=Nc2cccnc2Cl)c(O)n(CCCCl)c(=O)n1C1CCCCC1	-1%	-2	-2	-6	-9%	32%[activator]	-8%
O=C(c1cc(-c2ccc(F)cc2)no1)N1CCN(Cc2ccc3c(c2)OCO3)CC1	-13%	-2	10	-16	-4%	0%	88%[activator]
Cc1nonc1-c1nc(-c2nonc2N)n[nH]1	-11%	-2	16	?	-19%	0%	-23%
COc1cc(C(=O)c2ccccc2)c(OC)cc1C(=O)Nc1ccc(O)cc1	?	-3	-19	-27	-6%	14%	-24%
Cc1cccc(N2CCN(CC(=O)N(C)Cc3ccccc3)CC2C)c1 (stereo not given)	-7%	-2	-2	-24	13%	0%	79%[activator]
CCCCNC1c2ccccc2C(=O)N1Cc1ccccc1 (stereo not given)	0%	-2	-7	-8	-26%	-8%	-12%

Among those listed so far, these have fluorine.
SMILES	AmpC inh detg	CHX counter	Shiga inhibitor	HCMV antiviral	Giardia FBPA inh	AMA1 RON2 block	AmpC no deterg
Cc1nc2sc(C(c3ccc(Cl)cc3)N3CCN(c4ccccc4F)CC3)c(O)n2n1 (stereo not given)	-3%	2	16	2	-6%	15%	143%[activator]
Cn1c(Cn2nnc3ccccc32)nnc1SCC(=O)c1ccccc1F	3%	2	14	22	-16%	-4%	-15%
O=C(c1cc(-c2ccc(F)cc2)no1)N1CCN(Cc2ccc3c(c2)OCO3)CC1	-13%	-2	10	-16	-4%	0%	88%[activator]

The list continues:
SMILES	AmpC inh detg	CHX counter	Shiga inhibitor	HCMV antiviral	Giardia FBPA inh	AMA1 RON2 block	AmpC no deterg
S=c1[nH]c2cc(Br)cnc2[nH]1	3%	-1	29	-8	?	98%[activator]	-29%
Cc1ccc2nc(CSc3nnc(-c4ccncc4)n3C)cc(=O)n2c1	?	-1	-4	-4	-13%	-2%	-11%[11.4 µM]
CC(C)(C)N1CC(COc2ccccc2)OC1=O (stereo not given)	-4%	21*	23	-31	5%	0%	-18%
CC(c1ccccc1)n1cc(C(=O)NCc2ccncc2)nn1 (stereo not given)	?	-2	-20	9	0%	0%	2%
Cc1ccc(/C=N/Nc2ncnc3nc[nH]c23)cc1	2%	38*	147*	45	-12%	28%	-19%
O=C(c1cccc(Br)c1)N1CCN(C(=O)c2cccc(Br)c2)CC1	-13%	-2	-8	21	6%	-9%	50%
Nc1nonc1-c1noc(-c2ccccc2)n1	-11%	42*	57*	51	1%	8%	-6%
COc1ccc(CNC(=O)C2CC(c3cccc([N+](=O)[O-])c3)=NO2)cc1 (stereo not given)	1%	36*	38*	120	-5%	-3%	-24%
COc1ccc(CCC(=O)OC(C)C(=O)c2ccc(C)cc2)cc1 (stereo not given)	0%	-4	-10	-24	-3%	17%	-17%
CN1CCN(c2ccc(C(=O)NC3CCCCC3)cc2[N+](=O)[O-])CC1	-3%	10	5	32	2%	6%	-43%
CCOC(=O)Cc1csc(NC(=O)CCCN2C(=O)c3ccccc3C2=O)n1	-14%	-3	-5	25	2%	5%	-11%
COc1ccccc1N1CCN(C(=O)COc2ccc(S(=O)(=O)NC(C)(C)C)cc2)CC1	4%	1	-4	.	-1%	.	127%[activator]
Cc1ccc(C)c(NC(=O)CSc2nnc(C)c(=O)n2N)c1	7%	-3	-63	32	1%	49%[activator]	-2%
COc1cc(NC(C)=O)ccc1-c1cc2ccccc2oc1=O	1%	-3	-10	-7	1%	10%	77%[activator]
N#Cc1c2ncn(CC(=O)c3ccc(Br)cc3)c(=O)c2c2n1CCC2	-14%	-3	8	53	0%	5%	-12%
CC(=O)C1C(c2ccc(O)cc2)NC(=O)NC1(O)C(F)(F)F (stereo not given)	-4%	-4	-9	-1	0%	1%	-11%
O=C(C[C@H]1C/C=C\C[C@H](Cc2ccc(F)cc2)C(=O)O[C@@H](c2ccccc2)CNC1=O)NCCO	.	.	.	15	.	-1%	242%[activator]
O=C(Nc1cc([N+](=O)[O-])ccc1O)c1cccc(NC(=O)c2ccco2)c1	-10%	-1	20	52	11%	10%	-27%
CC(=O)c1cccc(NC(=O)Cn2cnc(S(=O)(=O)N3CCOCC3)c2)c1	-4%	7	11	.	.	0%	-19%
Cc1ncc(S(=O)(=O)c2ccccc2)c(-c2ccccc2Cl)n1	1%	7	9	47	12%	10%	44%
COc1cc(C(N)=O)ccc1OCc1ccccc1	4%	24	85	59	-1%	3%	.
CC(=O)NC(Cc1ccc(C(C)C)cc1)C(=O)NC1CCN(C(=O)c2cccc(C)c2)CC1 (stereo not given)	5%	-3	17	?	2%	22%	205%[activator]
COc1ccc(CNC(=O)COC(=O)CNC(=O)c2sc3ccccc3c2Cl)cc1OC	2%	.	.	7	.	-12%	115%[activator]
CC(NC(=O)c1cc(-c2ccccc2)nc2ccccc12)C1CCCO1 (stereo not given)	-7%	-2	-1	.	1%	.	3%
CCOC(=O)c1cnc2c(OC)cccc2c1N1CCN(c2ccc(OC)cc2)CC1	4%	-4	12	28	-9%	-15%	171%[activator]
Cc1nc2ccc(NC(=S)NCc3ccccc3)cc2nc1C	-4%	27*	35	-32	?	7%	16%

No enrichment for hits (roughly 16% active in at least one column).
